Source: PubChem (National Center for Advancing Translational Sciences (NCATS))
GAA glycogen mod = qHTS Assay for Inhibitors and Activators of Human alpha-Glucosidase Cleavage of Glycogen. recombinant GAA, glycogen substrate, Amplex Red glucose oxidase fluorescence. Potency, µM (top dose mostly 76.4 µM), without a hit: at the top dose activity change, negative = inhibition, usual class: inhibitors. Lysosomal alpha-glucosidase (Homo sapiens), P10253. 300,000 compounds, 0.38% hits; active = well fitted inhibition curve with a large enough effect; inconclusive = small, poorly fitted or top-dose-only effect, or another doubt; inactive = no such curve, though single readings can be large or run the other way;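 also: 0% = full enzyme reaction and -100% = no-enzyme basal signal; the screen sought inhibitors and activators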
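Natural-substrate format: glycogen cleavage by 4 nM human enzyme, glucose read by Amplex Red coupling (Ex 573, Em 610 nm). Normalized to enzyme and no-enzyme controls.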
An asterisk follows results filed as active; ? = inconclusive; [ ] = remark or other dose. Potency is read from the fitted curve at half-maximal effect. The list is partial (hit frequency here may not be typical).

CCc1ccc(OC(=O)CN2C(=O)c3ccccc3C2=O)cc1
  GAA glycogen mod = 16%[76.3 µM]

Cc1ccccc1CNC(=O)CCSCc1cnn(-c2ccccc2)c1-n1cccc1
  GAA glycogen mod = -11%[76.3 µM]

COc1ccccc1-n1cc2c([N+](=O)[O-])cc([N+](=O)[O-])cc2n1
  GAA glycogen mod = 4%

O=C(Nc1ccc(NC(=O)c2cc3ccccc3o2)cc1)c1ccccc1
  GAA glycogen mod = -6%[76.3 µM]

Cc1nn(C(C)(C)C)c(OC(=O)c2cccc(F)c2)c1Sc1ccccc1
  GAA glycogen mod = 1%[76.3 µM]

CCOc1ccc(N2CC(C(=O)Nc3cccnc3)CC2=O)cc1 (stereo not given)
  GAA glycogen mod = 0%[76.3 µM]

CCc1cc(C(=O)N/N=C/c2ccc(OC)cc2)c2ccccc2n1
  GAA glycogen mod = -3%

Cc1cc(C)n(CCC(=O)N2CCCC(N3CCN(c4cccc(Cl)c4)CC3)C2)n1 (stereo not given)
  GAA glycogen mod = -4%[76.3 µM]

Cc1ccc(C)c(N(C)C(=O)Cc2c(C(=O)O)[nH]c3ccc(Cl)cc23)c1
  GAA glycogen mod = 13%[76.3 µM]

Cc1ccc(N(CC(=O)NC2CCCC2)C(=O)CCC(=O)Nc2nccs2)cc1C
  GAA glycogen mod = -2%

Cc1ccc(C)n1-c1nnc(N2CCCC(C(=O)NCc3cccc(Br)c3)C2)s1 (stereo not given)
  GAA glycogen mod = -21%[76.3 µM]

O=C(NCc1nnc(SCC(=O)N2CCCC2)o1)c1ccccc1
  GAA glycogen mod = 0%[76.3 µM]

COC(=O)C(CCSC)Nc1ncnc2onc(-c3ccc(F)cc3)c12 (stereo not given)
  GAA glycogen mod = -14%[76.3 µM]

N#C/C(=C\c1ccc(-c2cc(Cl)ccc2Cl)o1)C(=O)Nc1ccccc1C(=O)O
  GAA glycogen mod = 0%[76.3 µM]

O=C(CSc1nnc(CNC(=O)c2cccc(C(F)(F)F)c2)o1)NCc1ccco1
  GAA glycogen mod = -11%[76.3 µM]

O=C(O)CC1(CC(=O)NCc2ccc(F)cc2)CCCCC1
  GAA glycogen mod = 0%

COc1ccc(-c2c(C#N)c(SCC(=O)Nc3ccc(Br)cc3)nc(C)c2C(=O)Nc2ccccc2)cc1
  GAA glycogen mod = -6%[76.3 µM]

COc1ccccc1CNC(=O)c1cc(S(=O)(=O)N2CCCCC2)c[nH]1
  GAA glycogen mod = -7%[76.3 µM]

Cc1ccc(OCC(=O)Nc2ccccc2C(=O)N2CCCCC2)cc1
  GAA glycogen mod = -1%[76.3 µM]

CC(=O)c1ccccc1C(=O)N1CCCC(N2CCN(Cc3ccc4c(c3)OCO4)CC2)C1 (stereo not given)
  GAA glycogen mod = -1%[76.3 µM]

Cc1cccc(N2CCN(C(=O)c3ccc4c(c3)N(Cc3ccccc3F)C(=O)c3ccccc3S4=O)CC2C)c1 (stereo not given)
  GAA glycogen mod = 7%[76.3 µM]

COc1cc(-c2nc(Cn3nnc(C(=O)Nc4ccccc4)c3C)c(C)o2)cc(OC)c1OC
  GAA glycogen mod = -3%[76.3 µM]

COc1cc(/C=C2/C(=O)N(c3ccc(Br)cc3)N=C2C)cc([N+](=O)[O-])c1O
  GAA glycogen mod = 0%

COCCNC(=O)c1cc(-c2ccccn2)nc2ccc(S(=O)(=O)N3CCC(C)CC3)cc12
  GAA glycogen mod = -9%[76.3 µM]

Cc1cccc(C)c1NC(=O)CS(=O)CC(=O)Nc1ccc(N2CCOCC2)cc1 (stereo not given)
  GAA glycogen mod = 2%[76.3 µM]

CC(=O)N1c2ccc(S(=O)(=O)N(C)C3CCCCC3)cc2CC1C (stereo not given)
  GAA glycogen mod = -10%[76.3 µM]

CCCc1cc(=O)[nH]c(Nc2cccc(Cl)c2Cl)n1
  GAA glycogen mod = -8%[76.3 µM]

O=C(CSc1nc2ncccc2[nH]1)NC1CCCCC1
  GAA glycogen mod = 11%

O=C(Nn1cnc2ccccc2c1=O)c1c(F)cccc1F
  GAA glycogen mod = -1%

CC(=O)Nc1ccc(S(=O)(=O)N2CCN(C(=O)c3ncoc3-c3ccc(C)cc3)CC2)cc1
  GAA glycogen mod = 4%

COc1cc(CNc2ccc3[nH]c(=O)[nH]c3c2)ccc1OCc1ccc(C)cc1
  GAA glycogen mod = ?

Cc1ccc(NC(=O)CCSc2nc(-c3ccc4c(c3)OCO4)cc(C(F)(F)F)n2)c(C)c1
  GAA glycogen mod = 15%[76.3 µM]

Cc1cc(C)cc(C(=O)NC(=S)Nc2cccnc2)c1
  GAA glycogen mod = 3%[76.3 µM]

Cc1ccc(NC(=O)c2cccc3c2C(=O)N(C2CCCCC2)C3)c(C)c1
  GAA glycogen mod = -1%[76.3 µM]

Cc1cc(NC(=O)CCN2CCN(CCO)CC2)ccc1Br
  GAA glycogen mod = 3%[76.3 µM]

Cc1ccc(S(=O)(=O)N2CCCC(C(=O)N3CCN(c4ccccc4)CC3)C2)cc1 (stereo not given)
  GAA glycogen mod = 0%[76.3 µM]

Cc1c(Br)c(C(F)(F)F)nn1CC(=O)N(C)C1CCCCC1
  GAA glycogen mod = -6%

Cc1cc(NS(=O)(=O)c2ccc(NC(=O)c3ccccc3C)cc2)nc(C)n1
  GAA glycogen mod = 11%[76.3 µM]

O=C(CCn1nc(-c2ccccc2)ccc1=O)N1CCN(c2ccccc2)CC1
  GAA glycogen mod = 3%

Cn1ccc(C(=O)N/N=C/c2cccnc2)n1
  GAA glycogen mod = 5%

CCc1ccc(CNCc2c(C(=O)O)n(Cc3ccc(C)cc3)c3cc(C)ccc23)cc1
  GAA glycogen mod = -7%[76.3 µM]

O=C(Cc1ccc(Cl)c(Cl)c1)N/N=C/c1cccnc1
  GAA glycogen mod = 0%[76.3 µM]

CCCCS(=O)(=O)N1CCC(C(=O)NCC2CCCO2)CC1 (stereo not given)
  GAA glycogen mod = -9%[76.3 µM]

COC(=O)c1cc(NC(=O)c2cc3sccc3n2Cc2ccc(Cl)cc2)cc(C(=O)OC)c1
  GAA glycogen mod = -2%[76.3 µM]

COc1ccc2c(C)c(CCC(=O)NCCc3ccc(OC)c(OC)c3)c(=O)oc2c1
  GAA glycogen mod = 2%[76.3 µM]

O=C(N/C(=C\c1ccccc1)C(=O)N1CCCCC1)c1ccco1
  GAA glycogen mod = 4%

Cc1cccc(-c2nc(NCCCN(C)C)c3ccccc3n2)c1
  GAA glycogen mod = -3%[76.3 µM]

Cc1nn(-c2ccccc2)c2nc(N)c(C(N)=O)cc12
  GAA glycogen mod = 6%

CCn1cc(CN2CCC(n3nccc3NC(=O)CCc3ccccc3)CC2)cn1
  GAA glycogen mod = -8%[76.3 µM]

Cc1ccc2oc(C(=O)N(C)CCC(O)c3ccccc3)c(C)c2c1 (stereo not given)
  GAA glycogen mod = 2%[76.3 µM]

CC(=O)NCCc1nc2cc(NC(=O)c3ccc([N+](=O)[O-])cc3)ccc2n1C
  GAA glycogen mod = -8%

CCOc1ccc2nc(N3CCCC(C(=O)NCCc4ccc(OCC)c(OCC)c4)C3)sc2c1 (stereo not given)
  GAA glycogen mod = 9%[76.3 µM]

CC1(C)CC(=O)C2=C(C1)NC(=O)NC2c1ccc(Cl)cc1 (stereo not given)
  GAA glycogen mod = -5%

COc1ccc(-n2nc3c(c2NC(C)=O)CS(=O)(=O)C3)cc1
  GAA glycogen mod = -1%

COc1cc2c(=O)c(C(=O)c3ccc(F)cc3)cn(Cc3cccc(F)c3)c2cc1OC
  GAA glycogen mod = ?

COc1ccc(N(CC(=O)NCCSCc2ccco2)S(=O)(=O)c2ccccc2)cc1Cl
  GAA glycogen mod = 1%[76.3 µM]

COc1ccc(N(C(=O)Cn2nnc(-c3ccc(F)cc3)n2)C(C)C(=O)NC2CCCC2)cc1OC (stereo not given)
  GAA glycogen mod = -3%[76.3 µM]

COc1ccc(/C=C(/C#N)c2nc(-c3ccc(-c4ccccc4)cc3)cs2)cc1
  GAA glycogen mod = -1%[76.3 µM]

CCc1sc(C(=O)NCc2ccco2)cc1Br
  GAA glycogen mod = -7%[76.3 µM]

COC(=O)C(CC(=O)c1ccccc1)CC(=O)c1ccccc1
  GAA glycogen mod = -8%

COc1ccc(S(=O)(=O)NCCc2c[nH]c3ccc(Cl)cc23)cc1
  GAA glycogen mod = -2%[76.3 µM]

COc1ccc(C(=O)Oc2cc(N)n(S(=O)(=O)c3ccc(C)cc3)n2)cc1
  GAA glycogen mod = -4%

Cc1ccc(-c2nnc(Nc3ccccc3)c3ccccc23)cc1S(=O)(=O)N1CCOCC1
  GAA glycogen mod = -7%[76.3 µM]

COc1ccc(CCNC(=O)CCCC(=O)n2nc(C)c3ccccc32)cc1OC
  GAA glycogen mod = 5%[76.3 µM]

COc1ccc(-c2cc3ccc(OCC(C)=O)cc3oc2=O)cc1OC
  GAA glycogen mod = -3%[76.3 µM]

Cc1ccc(/C=N/NC(=O)c2ccc3ccccc3c2)s1
  GAA glycogen mod = -5%[76.3 µM]

Cc1cccc(NC(=O)c2cc(-c3cc(C)ccc3O)n[nH]2)c1
  GAA glycogen mod = 1%

COc1ccc(OCCCCN2CCC(C)CC2)cc1
  GAA glycogen mod = -1%

Cc1ccc(NC(=O)Nc2ccc3c(c2)OCO3)cc1F
  GAA glycogen mod = -2%[76.3 µM]

CCOc1ccc(S(=O)(=O)NCCCn2ccnc2)cc1
  GAA glycogen mod = -1%[76.3 µM]

COc1ccc(NC(=O)Cn2c(=O)n(Cc3ccccc3OC)c(=O)c3cccnc32)cc1Cl
  GAA glycogen mod = -5%[76.3 µM]

O=C(C[C@@H]1NS(=O)(=O)OC2CCCCC21)c1ccccc1 (stereo not given in full)
  GAA glycogen mod = -11%[76.3 µM]

COc1ccccc1NC(=O)C1=C(C)Nc2nc(-c3ccco3)nn2C1c1cccc(C)c1 (stereo not given)
  GAA glycogen mod = ?

CCCN(CCC)CC(O)Cn1cc(/C=C/C(=O)c2ccc(Br)cc2)c2ccccc21 (stereo not given)
  GAA glycogen mod = -11%[76.3 µM]

O=C(NC1CCCN(Cc2ccc(Cl)cc2)C1)c1cccc(F)c1 (stereo not given)
  GAA glycogen mod = 0%[76.3 µM]

CCOc1ccc(NC(=O)c2oc3ccccc3c2NC(=O)Cc2cccs2)cc1
  GAA glycogen mod = -12%[76.3 µM]

CCOC(=O)c1cc2c(=O)n3ccccc3nc2n(CCOC)c1=NC(=O)c1cc2ccccc2o1
  GAA glycogen mod = ?

COc1ccc(CNC(=O)CN(c2ccc(OC)c(Cl)c2)S(=O)(=O)c2ccc(C)cc2)cc1
  GAA glycogen mod = -9%[76.3 µM]

COc1ccc(/C=N/NC(=O)c2cccc(C(=O)N/N=C/c3ccc(OC)cc3)n2)cc1
  GAA glycogen mod = 2%

COC(=O)C(C)Sc1nc2ccsc2c(=O)n1Cc1ccccc1 (stereo not given)
  GAA glycogen mod = 4%

C=CCCC(=O)N1CCC(n2nccc2NC(=O)c2ccc(OC)cc2)CC1
  GAA glycogen mod = 1%[76.3 µM]

Cc1cc(Cl)ccc1NC(=O)CN1C(=O)NC2(CCCC2)C1=O
  GAA glycogen mod = 2%

Cc1ccc(N2C(=O)CC(C)CC2=O)cc1
  GAA glycogen mod = 0%

Cc1cc(C)cc(NC(=O)CS(=O)(=O)c2cccc3nsnc23)c1
  GAA glycogen mod = 2%[76.3 µM]

COc1ccc(C(=O)CC(=O)C(=O)Nc2ccccc2Cl)cc1
  GAA glycogen mod = -2%

COc1cc(C(=O)N/C(=C\c2cn(S(=O)(=O)N(C)C)c3ccccc23)C(=O)N2CCCC2)cc(OC)c1OC
  GAA glycogen mod = -3%[76.3 µM]

COc1ccc(-c2nc(SCC(=O)Nc3ccc4c(c3)OCCO4)c(-c3ccc(C)cc3)[nH]2)cc1OC
  GAA glycogen mod = 4%[76.3 µM]

CCN(CC)S(=O)(=O)c1cccc(C(=O)NCC2CCCCC2)c1
  GAA glycogen mod = -11%

O=C(O)C1CCCN(S(=O)(=O)Cc2ccccc2)C1 (stereo not given)
  GAA glycogen mod = -5%

COc1cccc(C(=O)Nc2ccc(NC(=O)C3CCCCC3C(=O)O)cc2)c1 (stereo not given)
  GAA glycogen mod = -10%[76.3 µM]

CCCN1C2CCCC1CC(NC(=O)c1ccccc1OC)C2 (stereo not given)
  GAA glycogen mod = 1%[76.3 µM]

Oc1ccc(O)c2c1C1c3ccccc3C2c2ccccc21
  GAA glycogen mod = ?

O=[N+]([O-])c1ccccc1S(=O)(=O)NCCSc1ccccc1
  GAA glycogen mod = -4%[76.3 µM]

Cc1c(C(=O)NCCc2ccc(Cl)cc2)sc2nc3n(c(=O)c12)CCC3
  GAA glycogen mod = -3%[76.3 µM]

Cc1nc(N2CCN(c3ccccc3)CC2)[nH]c(=O)c1C
  GAA glycogen mod = -11%[76.3 µM]

Cc1ccc(C)c(CN2CCC(CNC(=O)CCc3nnc4ccc(N5CCCCC5)nn34)CC2)c1
  GAA glycogen mod = -1%[76.3 µM]

CN(C)c1ccc(CNC(=O)C2CCN(S(=O)(=O)c3ccc4c(c3)oc(=O)n4C)CC2)cc1
  GAA glycogen mod = ?

CC(=O)Nc1ccc(N2C(=O)CSC2c2ccccc2)cc1 (stereo not given)
  GAA glycogen mod = -5%

Cn1cc(Br)c(C(=O)N/N=C/c2cc3c(cc2Cl)OCO3)n1
  GAA glycogen mod = 6%[76.3 µM]

Cc1ccc(CCN2CCN=C2N(C)C)cc1
  GAA glycogen mod = -7%[76.3 µM]

Cc1cc(OCC(=O)Nc2c(C(=O)c3ccccc3)oc3ccccc23)cc(C)c1Cl
  GAA glycogen mod = 5%[76.3 µM]

CC(C)c1ccc(NC(=O)NCc2cccnc2)cc1
  GAA glycogen mod = 5%[76.3 µM]

Cc1ccsc1CN(C(=O)COc1cccc(C)c1C)C1CCS(=O)(=O)C1 (stereo not given)
  GAA glycogen mod = -5%[76.3 µM]

O=C(NCCc1ccc(C(F)(F)F)cc1)C1CCC(=O)N(CCCc2ccccc2)C1 (stereo not given)
  GAA glycogen mod = -6%[76.3 µM]

CCSc1ncc(Cl)c(C(=O)Nc2nnc(CC)s2)n1
  GAA glycogen mod = 4%[76.3 µM]
